Compound activity as filed in PubChem.
CHRM5 antagonist = human M5 muscarinic receptor antagonists, primary screen, CHO cells, Fluo-8 calcium fluorescence; CHO-hM5 cells, ACh EC80; inhibition, % at 3 µM; 0.59% of 360,000 active; Muscarinic acetylcholine receptor M5 (Homo sapiens), P08912;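 active = inhibition above a per-plate cutoff, the mean of that plate's test compounds plus 3 SD, cut at about 27% in these data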;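 also: 0% = acetylcholine EC80 with DMSO and 100% = DMSO without agonist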
Target sequence (P08912 whole entry, looked up): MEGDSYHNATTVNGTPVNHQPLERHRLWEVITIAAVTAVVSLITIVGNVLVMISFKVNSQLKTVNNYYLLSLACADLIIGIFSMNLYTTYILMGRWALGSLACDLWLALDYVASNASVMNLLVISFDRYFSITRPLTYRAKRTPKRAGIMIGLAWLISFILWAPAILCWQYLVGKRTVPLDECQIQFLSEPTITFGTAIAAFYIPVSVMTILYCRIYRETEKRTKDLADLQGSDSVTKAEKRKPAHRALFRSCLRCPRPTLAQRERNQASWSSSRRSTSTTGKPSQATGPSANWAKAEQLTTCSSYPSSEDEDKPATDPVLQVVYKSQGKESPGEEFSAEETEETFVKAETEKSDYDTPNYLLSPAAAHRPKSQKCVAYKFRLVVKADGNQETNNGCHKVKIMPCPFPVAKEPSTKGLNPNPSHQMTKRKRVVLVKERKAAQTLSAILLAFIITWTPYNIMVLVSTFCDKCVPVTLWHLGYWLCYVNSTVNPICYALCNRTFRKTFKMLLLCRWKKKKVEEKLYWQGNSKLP
TAAR1 antag = human TAAR1 antagonists, primary screen, Fluo-8 calcium fluorescence, CHO RD-HGA16 cells; Trace amine-associated receptor 1 (Homo sapiens), Q96RJ0; antagonist; inhibition, % at 3 µM; 1.5% of 360,000 active; AID 624466, 2012;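 active = inhibition above a per-plate cutoff, the mean inhibition of test compounds on that plate plus 3 SD, cut at about 49% in these data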;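 also: 0% = DMSO plus EC80 beta-PEA response and 100% = DMSO alone without agonist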
Target sequence (Q96RJ0 whole entry, looked up): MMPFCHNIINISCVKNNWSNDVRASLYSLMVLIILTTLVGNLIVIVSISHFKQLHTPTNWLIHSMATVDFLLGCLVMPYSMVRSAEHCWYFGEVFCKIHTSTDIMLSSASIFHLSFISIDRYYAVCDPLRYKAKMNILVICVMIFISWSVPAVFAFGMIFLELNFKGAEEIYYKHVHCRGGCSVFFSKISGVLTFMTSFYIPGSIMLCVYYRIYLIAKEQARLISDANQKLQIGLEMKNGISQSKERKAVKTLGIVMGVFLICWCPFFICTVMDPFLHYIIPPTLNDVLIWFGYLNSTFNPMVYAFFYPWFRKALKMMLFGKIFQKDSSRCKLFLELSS
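System: CHO RD-HGA16 cells bearing hTAAR1. Reagent: EC80 β-phenethylamine stimulus. Schedule: seeding 17-24 h prior, 75-min 37 °C, 30-min RT dye loading. Signal: Fluo-8 intracellular calcium dye fluorescence, real-time kinetic reads. Read-out: % inhibition from peak post-agonist over basal fluorescence ratio. Benchmarks: vehicle wells and EC80 agonist wells. Replicates: n of 1.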
CHRM5 PAM = human M5 muscarinic receptor positive allosteric modulators, primary screen, CHO-K1 cells, Fluo-8 calcium fluorescence; Muscarinic acetylcholine receptor M5 (Homo sapiens), P08912; CHO-K1 hM5, ACh EC20 PAM; 0% = ACh EC20, 100% = ACh EC100; activation, % at 3 µM; 0.3% of 360,000 active;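 active = activation above the run cutoff, the mean activation of all test compounds plus 3 SD, cut at about 18% in these data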
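System: CHO-K1 hM5 cells. Reagent: acetylcholine, EC20 level. Compound dosing: single dose, 3 µM nominal final test concentration. Timing: Post-acetylcholine fluorescence recording 140 s. Detection: Fluo-8 calcium fluorescence. Read-out: % activation, ACh-normalized. Benchmarks: ACh EC20 and EC100 wells. Repeats: singlicate, one well per test compound.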
CHRM4 PAM = human M4 muscarinic receptor positive allosteric modulators, primary screen, CHO-K1 cells, Fluo-8 calcium fluorescence; AID 624126, 2012; 0.4% of 360,000 active; Muscarinic acetylcholine receptor M4 (Homo sapiens), P08173; CHO-K1 hM4/Gqi5, ACh EC20; 0% = ACh EC20, 100% = maximal ACh; activation, % at 3 µM;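 active = activation above its plate's cutoff, the mean activation of sample wells plus 3 SD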; also: some results filed as inactive read as strong as hits
TAAR1 ag = human TAAR1 agonists, primary screen, Fluo-8 calcium fluorescence, CHO RD-HGA16 cells | Trace amine-associated receptor 1 (Homo sapiens), Q96RJ0 | vehicle wells 0%, saturating PEA agonist 100% | activation, % at 3 µM | 0.99% of 360,000 active;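 active = activation above the mean activation of all test compounds in the run plus 3 SD, cut at about 38% in these data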
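test system = CHO RD-HGA16 cells carrying human TAAR1 plus Gα16 | schedule = 17-24 h seeding, 75 min 37 °C dye, 30 min RT | compound dosing = 3 µM single concentration | control set = DMSO and PEA EC100 | replicates = n 1 | signal = Fluo-8 fluorescence, 5 s baseline then 140 s kinetic read | measure = percent activation vs PEA EC100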
CHRM5 agonist = human M5 muscarinic receptor agonists, primary screen, CHO-K1 cells, Fluo-8 calcium fluorescence; Muscarinic acetylcholine receptor M5 (Homo sapiens), P08912; CHO-K1 hM5 cells; 0% DMSO wells, 100% maximal acetylcholine response; activation, % at 3 µM; 0.19% of 360,000 active; AID 624037, 2012;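 active = activation above the run's mean over test compounds plus 3 SD, cut at about 23% in these data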;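 also: signal is peak over basal fluorescence ratio across the kinetic read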
CRFR2-BP antag = antagonists of CRF-BP/CRF-R2 complex, primary screen, cell-based, HEK293, calcium dye fluorescence, uHTS; inhibition, % at 11.8 µM; 0.59% of 350,000 active; CRF-induced calcium fluorescence;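 active = inhibition of the ligand-induced calcium signal above about 50% at the single tested concentration, limit read from the data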
CHO-K1 Ca PAM = nonselective calcium activators in parental CHO-K1 cells, primary screen, counter-screen for M1 PAM project, cell-based, Fluo-8 calcium fluorescence, full deck, 1536-well. activation, % at 3 µM. 0.02% of 360,000 active. AID 602247, 2012. ATP EC20; 0% at ATP EC20, 100% at ATP max;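 active = activation above the run cutoff, the mean activation of all test compounds plus 3 SD, cut at about 40% in these data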;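 also: peak over basal fluorescence ratio in a 140 s read after ATP addition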
CRFBP-R2 agonist = agonists of CRF-BP/CRF-R2 complex, primary screen, cell-based, HEK293, calcium dye fluorescence, uHTS; CRF-binding protein / CRF receptor 2 complex (human); calcium dye fluorescence (FLIPR); percent of saturating CRF peptide response; activation, % at 13.2 µM; 0.46% of 350,000 active;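 active = activation of at least 50%, plus an integration ratio under a set limit after plate pattern correction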;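 also: plate controls were neutral control wells without compound for no effect and CRF at EC100 for full effect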
Numbers without * were called inactive; / = not tested or not shown.

SMILES	CHRM5 antagonist	TAAR1 antag	CHRM5 PAM	CHRM4 PAM	TAAR1 ag	CHRM5 agonist	CRFR2-BP antag	CHO-K1 Ca PAM	CRFBP-R2 agonist
CCOC(=O)C(CC)n1cnc2c(nnn2-c2cccc(OC)c2)c1=O (centres undefined)	0	-32	3	0	0	-3	11	-7	-0.3
CCOC(=O)c1cnc2ccc(C(=O)OC)cc2c1NCCc1ccc(OC)c(OC)c1	3	25	-4	3	2	-1	8	20	-0.8
COc1ccc(/C=C(\NC(=O)c2ccc(C)cc2)C(=O)NCC2CCCO2)cc1 (centres undefined)	6	11	-2	8	4	-1	-1	24	-3.3
CCC(=O)NNc1ncnc2c1cnn2-c1ccccc1	6	9	-1	4	0	-2	-3	14	0.0
Cc1ccc(S(=O)(=O)N2CCOCC2)cc1C(=O)OCC(=O)N1CCCCC1	2	-12	-2	12	5	-2	-13	12	0.8
CCOC(=O)CSc1nc2c(sc(=S)n2-c2ccccc2OC)c(=O)n1-c1ccccc1OC	12	0	17	-9	5	-11	-25	-1	40
CCN(CCCNC(=O)C1CCCN(S(=O)(=O)CC)C1)c1cccc(C)c1 (centres undefined)	-9	-15	18	10	4	-1	4	2	-2.0
CCN(CCO)Cc1cn[nH]c1-c1ccc(C)c(C)c1	-1	8	2	2	2	-4	-17	27	2.4
Cc1nc(SCC(=O)c2ccc(Cl)cc2)c([N+](=O)[O-])[nH]1	10	-12	-1	1	4	2	10	5	0.9
C=CCNC(=O)c1ccc2nc(Cc3ccc(OC)cc3)oc2c1	-2	2	1	4	4	9	21	9	-2.3
Nc1ncn(CC(=O)c2ccccc2)n1	4	3	-1	-2	7	-1	3	3	0.1
CN(C)CCOC(=O)C12CC3(C)CC(C)(CC(C)(C3)C1)C2	6	-33	-22	1	23	-4	-65	8	12
COc1c(Cl)cc(C(=O)NN)cc1Cl	5	-24	5	2	1	-3	0	-5	-1.7
COc1ccc(C(=O)N(Cc2ccccc2)Cc2cc3cc4c(cc3[nH]c2=O)OCCO4)cc1	-1	19	-3	0	6	0	2	-11	1.1
COc1ccc(S(=O)(=O)N2CCOCC2)cc1NC(=O)COc1ccc2ccc(=O)oc2c1	11	10	-2	2	4	2	0	1	-4.1
O=C(NCc1cccnc1)c1ccccc1-c1nc(-c2ccccc2)no1	-5	32	-7	-8	14	5	6	11	-0.6
COC(=O)CCN1CCN(S(=O)(=O)c2ccc3c(c2)OCCO3)CC1	4	-7	2	3	6	0	0	-15	-0.2
COc1ccc(Cn2nnnc2C(c2ccc(N(C)C)cc2)N2CCC(C)CC2)cc1 (centres undefined)	-4	8	2	9	2	-2	-3	20	-0.2
CCSc1nc2nn(-c3ccccc3)c(=O)c-2c2n1CCCCC2	0	13	-3	-5	0	0	36	7	-2.0
O=S(=O)(Nc1ccc(Cc2ccncc2)cc1)c1cccs1	-8	5	-6	-4	13	-1	-2	2	0.9
COc1ccc(CCNC(=O)c2cc([N+](=O)[O-])ccc2N2CCOCC2)cc1	6	17	-5	3	1	1	3	-1	-5.7
C[C@H](NC(=O)[C@@H]1Cc2ccccc2CN1C(=O)OC(C)(C)C)C(=O)NCC1CCCO1 (some centres undefined)	-14	-4	5	-1	2	-1	-3	16	0.4
Cc1ccc(-c2nn(C)c(=O)c3ccccc23)cc1CNS(C)(=O)=O	-7	-10	3	1	2	3	-8	20	-2.5
c1ccc(-c2nc(NCCCn3ccnc3)c3ccccc3n2)cc1	18	3	-2	-2	5	-5	-39	11	-2.0
O=C(CN1C(=O)c2ccccc2C1=O)NC1CCC(O)CC1 (centres undefined)	8	-10	6	-5	1	-1	-2	8	0.8
(next part)
SMILES	CHRM5 antagonist	TAAR1 antag	CHRM5 PAM	CHRM4 PAM	TAAR1 ag	CHRM5 agonist	CRFR2-BP antag	CHO-K1 Ca PAM	CRFBP-R2 agonist
COc1ccc(/C=C2\CCCC3C2=NN(C(=O)c2scnc2C)C3c2ccc(OC)cc2)cc1 (centres undefined)	0	6	2	10	5	-2	41	27	0.2
CN1CCN(CCOc2cccc(Cl)c2)CC1	1	10	0	2	5	-8	12	14	-0.3
Cc1nc2c3cc(F)ccc3n(Cc3ccc(F)cc3)c2s1	1	10	-2	-12	15	-3	-80	-13	-0.4
CC1(C(=O)NS(=O)(=O)c2cccc(F)c2)CCN1C(=O)Cc1cccs1 (centres undefined)	22	-22	3	4	6	0	/	-12	/
CCOc1ccccc1N(CC(=O)Nc1ccccc1C(=O)O)S(C)(=O)=O	-3	12	9	2	1	-2	25	6	-5.6
Cc1ccc(SCC(=O)Nc2ccc(N3CCN(C)CC3)c(F)c2)cc1	-5	21	0	-5	49*	-8	-28	16	-1.3
O=C(CNc1ccccc1)N/N=C/c1c[nH]c2ccccc12	-7	8	1	1	34	2	-16	-3	0.0
CSc1ncccc1C(=O)N1CCC1(C)C(=O)NC(C)C (centres undefined)	4	-21	-3	2	3	1	/	2	/
CN(C(=O)CSc1ncnc2sccc12)C1CCS(=O)(=O)C1 (centres undefined)	2	-7	1	-5	4	1	0	-20	0.5
Fc1ccc(NCc2cn3ccccc3n2)cc1	-2	-7	-1	1	6	-1	-1	-4	0.6
COc1ccccc1/C(C)=N/NC(=S)NCc1ccccc1	8	-36	-1	-1	-2	-12	39	16	-1.4
O=C(O)C1CC=CCC1C(=O)NCCCN1CCCC1=O (centres undefined)	2	-2	11	3	0	-1	-1	18	-1.1
CN1CCCC(OC(=O)c2cccc(Br)c2)C1 (centres undefined)	4	-10	7	-4	2	-25	10	-16	1.4
COc1ccc(OC2CCN(S(=O)(=O)c3ccccc3)CC2)cc1	6	-7	-5	-2	3	-3	5	16	-0.5
CCOc1ccc(NC(=O)Cc2ccccc2)c([N+](=O)[O-])c1	3	-9	-1	7	1	-7	15	26	-1.1
Cc1ccc(C(=O)Nc2cccc(S(=O)(=O)N3CCOCC3)c2)cc1[N+](=O)[O-]	9	1	5	-1	3	3	12	6	-0.8
CC(/C=C/c1ccccc1)=N/O	4	10	-7	10	10	-9	-7	-3	-1.4
Cc1ccccc1Cn1cc(CCC(=O)N2CCOCC2)c2ccccc21	-2	1	3	5	6	0	-2	18	-0.2
O=C(COc1ccc(Br)cc1F)NC1CC1	5	7	6	5	0	1	12	1	-2.1
CCN(CC)S(=O)(=O)c1ccc(Nc2ccc(-c3ccc4c(c3)OCCO4)nn2)cc1	3	35	0	-7	28	3	-23	6	0.8
O=C1CCCC/C1=C/Nc1ccc(C(=O)O)cc1	-8	-13	4	1	23	0	7	-5	-0.9
Cc1cnc(C(=O)N2CCN(S(=O)(=O)c3cc(C(F)(F)F)cc(C(F)(F)F)c3)CC2)cn1	0	-2	-5	18	-1	-4	-1	7	1.0
COc1ccc(-n2ncc3c(=O)n(CC(=O)N4CCCc5ccccc54)cnc32)cc1	-7	8	-1	-9	3	-1	9	12	-0.8
CC(C)C[C@@H](CN1CCC[C@@H]1CN1C(=O)C(=O)NC[C@@H]1Cc1ccccc1)N1C[C@H](Cc2ccccc2)N(CC2CCCCC2)C(=O)C1=O	-3	-12	2	4	0	-1	/	16	/
Cn1cnc([N+](=O)[O-])c1Sc1nc2ccccc2[nH]1	3	-12	3	-1	1	2	0	-16	-0.3
O=C(CC1C(=O)NCCN1CC1CCCCC1)NCc1ccc(F)cc1F (centres undefined)	-7	9	12	4	3	-1	-12	12	2.3
NC(=O)c1ccc(NCC2CCCO2)c([N+](=O)[O-])c1 (centres undefined)	-3	1	8	-4	1	-1	5	16	1.9
CCOC(=O)C1=C(CC)Nc2ccccc2N/C1=N\S(=O)(=O)c1ccc2ccccc2c1	3	-9	3	9	-1	-3	29	20	-4.9
NC(=O)c1nc(N2CCOCC2)nc(N2CCOCC2)n1	1	4	0	6	1	-5	-22	12	1.1
CN(Cc1ccccc1F)C(=O)CN1C(=O)NC2(CCc3ccccc32)C1=O (centres undefined)	5	-38	-2	-5	2	-2	-3	-23	-0.4

Sorted by length of the SMILES (falling): 13 of the compounds above
SMILES	CHRM5 antagonist	TAAR1 antag	CHRM5 PAM	CHRM4 PAM	TAAR1 ag	CHRM5 agonist	CRFR2-BP antag	CHO-K1 Ca PAM	CRFBP-R2 agonist
CC(C)C[C@@H](CN1CCC[C@@H]1CN1C(=O)C(=O)NC[C@@H]1Cc1ccccc1)N1C[C@H](Cc2ccccc2)N(CC2CCCCC2)C(=O)C1=O	-3	-12	2	4	0	-1	/	16	/
COc1ccc(/C=C2\CCCC3C2=NN(C(=O)c2scnc2C)C3c2ccc(OC)cc2)cc1 (centres undefined)	0	6	2	10	5	-2	41	27	0.2
CCOC(=O)C1=C(CC)Nc2ccccc2N/C1=N\S(=O)(=O)c1ccc2ccccc2c1	3	-9	3	9	-1	-3	29	20	-4.9
CC1(C(=O)NS(=O)(=O)c2cccc(F)c2)CCN1C(=O)Cc1cccs1 (centres undefined)	22	-22	3	4	6	0	/	-12	/
CCOc1ccccc1N(CC(=O)Nc1ccccc1C(=O)O)S(C)(=O)=O	-3	12	9	2	1	-2	25	6	-5.6
O=C(CC1C(=O)NCCN1CC1CCCCC1)NCc1ccc(F)cc1F (centres undefined)	-7	9	12	4	3	-1	-12	12	2.3
COc1ccc(OC2CCN(S(=O)(=O)c3ccccc3)CC2)cc1	6	-7	-5	-2	3	-3	5	16	-0.5
O=C(CNc1ccccc1)N/N=C/c1c[nH]c2ccccc12	-7	8	1	1	34	2	-16	-3	0.0
CSc1ncccc1C(=O)N1CCC1(C)C(=O)NC(C)C (centres undefined)	4	-21	-3	2	3	1	/	2	/
NC(=O)c1nc(N2CCOCC2)nc(N2CCOCC2)n1	1	4	0	6	1	-5	-22	12	1.1
O=C1CCCC/C1=C/Nc1ccc(C(=O)O)cc1	-8	-13	4	1	23	0	7	-5	-0.9
CN1CCCC(OC(=O)c2cccc(Br)c2)C1 (centres undefined)	4	-10	7	-4	2	-25	10	-16	1.4
Fc1ccc(NCc2cn3ccccc3n2)cc1	-2	-7	-1	1	6	-1	-1	-4	0.6

This is a random part of the collection; any-hit rate near 4.2%.
